High-throughput results as filed in PubChem BioAssay.
TRPC6 act – mouse TRPC6 channel activators, primary screen, cell-based, HEK293, membrane potential dye. Short transient receptor potential channel 6 (Mus musculus), Q61143. HEK293-TRPC6 membrane potential dye fluorescence; hits give high values. B-score at 10 µM. hit rate 0.13% among 310,000. AID 2550, 2010;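 active = B-score of the integrated fluorescence ratio above library mean plus 3 SD, and starting fluorescence ratio within library mean plus 5 SD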;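 note: higher score means more depolarization so channel activation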
TMEM16A act – TMEM16A chloride channel activators or potentiators, primary screen, cell-based, HTS; HEK293 TMEM16A/YFP-H148Q/I152L, iodide quench fluorescence; hits give low values; B-score at 10 µM; hit rate 0.3% among 340,000;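 active = fluorescence-ratio B-score plate-corrected deviation score at least 3 library SD below zero, with starting fluorescence score within 5 deviations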;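 note: channel opened by trigger with iodide after compound preincubation; score built on the fluorescence ratio of max minus min over baseline; more negative score means more quench and so TMEM16A activation or potentiation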
SKKanGAS inh – S. pyogenes SKKanGAS growth inhibitors in kanamycin, primary screen, streptokinase expression inhibitor project, SKKanGAS strain, BacTiter-Glo luminescence. 6 h. inhibition, % at 7.5 µM. hit rate 1.3% among 300,000. AID 1662, 2009;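 active = mean replicate score, as percent of positive control median, at least 50; inconclusive = mean below 50 but one replicate at or above 50; inactive = mean and every replicate below 50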;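 note: strain carries kanamycin resistance gene driven by streptokinase promoter and grows in 40 µg/ml kanamycin; loss of luminescence reflects streptokinase promoter inhibition or plain growth inhibition; 0% = median of DMSO wells and 100% = positive control at its reference dose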
MrgX1 ag – agonists of human MrgX1 receptor, primary screen, HEK293 cells, Fluo-4 calcium flux. B-score at 10 µM. hit rate 0.44% among 310,000. Fluo-4 calcium fluorescence, agonist mode; hits give high values. Mas-related G-protein coupled receptor member X1 (Homo sapiens), Q96LB2;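 active = calcium response B-score plate-corrected fluorescence ratio at least 3 library SD, with starting fluorescence B-score inside 5 SD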
Target sequence (Q96LB2 whole entry, looked up): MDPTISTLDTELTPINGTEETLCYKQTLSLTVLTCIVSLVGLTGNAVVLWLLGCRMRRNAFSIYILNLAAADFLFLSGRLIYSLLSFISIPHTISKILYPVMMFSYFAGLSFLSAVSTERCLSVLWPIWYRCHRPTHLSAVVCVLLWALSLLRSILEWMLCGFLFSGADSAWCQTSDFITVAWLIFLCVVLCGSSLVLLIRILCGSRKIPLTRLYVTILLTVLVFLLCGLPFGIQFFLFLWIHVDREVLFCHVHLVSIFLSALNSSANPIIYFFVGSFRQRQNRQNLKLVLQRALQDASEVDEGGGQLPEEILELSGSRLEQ
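System: HEK293 cells stably expressing human MrgX1 receptor; Dosing: test compound in the initial addition of three; Schedule: overnight plating, then 30 min 37 °C plus 30 min room-temperature dye loading; Detection: kinetic calcium dye fluorescence, Fluo-4 NW; Controls: per-plate positive and negative controls for Z′ factor.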
MrgX1 antagonist – antagonists of human MrgX1 receptor, primary screen, HEK293 cells, Fluo-4 calcium flux; hit rate 1.3% among 310,000; AID 588676, 2011; BAM8-22 antagonism; hits give low values; B-score at 10 µM;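 active = calcium-response B-score plate-corrected more than 3 library SD below zero, starting fluorescence within 5 deviations, no agonist response on first addition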;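 note: peak minus trough fluorescence over baseline after final BAM8-22 challenge near maximal dose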
RGS4 act – RGS4 potentiators or activators, primary screen, cell-based, HEK293 M3R inducible RGS4, calcium flux. carbachol calcium flux Fluo4; hits give low values. B-score at 10 µM. hit rate 0.92% among 310,000. AID 463111, 2010;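 active = B-score of the integrated calcium signal more than 4 SD below the library mean, with starting fluorescence not abnormally high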;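 note: negative B-score means reduced calcium response which marks RGS4 activation or potentiation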
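Material: Inducible-RGS4 HEK293 cells carrying M3 receptor; also added: carbachol at ECmax as muscarinic agonist stimulus; incubation: compound preincubation 20 min at room temperature before agonist; signal: Fluo4-AM (2 µM) calcium-flux fluorescence, kinetic read; measure: integrated calcium ratio converted to B score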
TMEM16A inh – TMEM16A chloride channel inhibitors, primary screen, cell-based, HTS. HEK293 TMEM16A/YFP iodide influx fluorescence, ionomycin. normalized B-score (activity score, 25-100; higher = stronger inhibition) at 10 µM. hit rate 1.2% among 310,000;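 active = ratio plate-corrected score three or more library SD toward inhibition, starting fluorescence score within five deviations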;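 note: score derived from kinetic fluorescence span divided by baseline fluorescence per well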
TRPC6 inhibitor – mouse TRPC6 channel inhibitors, primary screen, cell-based, HEK293, membrane potential dye; Short transient receptor potential channel 6 (Mus musculus), Q61143; ACh-evoked depolarization; hits give low values; B-score at 10 µM; hit rate 1.1% among 310,000; AID 2553, 2010;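 active = B-score under library mean minus 3 SD, initial fluorescence not abnormally high, positive integrated signal ratio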;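 note: B-score derived from integrated fluorescence ratio over the kinetic read; more negative B-score means stronger inhibition of depolarization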
HDAC3 inhib – HDAC3 deacetylase inhibitors, primary screen, biochemical, fluorescence, cell-free homogeneous; Histone deacetylase 3 (Homo sapiens), O15379; recombinant HDAC3, fluorogenic peptide/trypsin coupled; inhibition, % at 8.3 µM; hit rate 0.15% among 320,000; in the data active = inhibition above about 26%, passing the limit was not always enough; inconclusive = no clear call, values can overlap the other calls
Target sequence (O15379 whole entry, looked up): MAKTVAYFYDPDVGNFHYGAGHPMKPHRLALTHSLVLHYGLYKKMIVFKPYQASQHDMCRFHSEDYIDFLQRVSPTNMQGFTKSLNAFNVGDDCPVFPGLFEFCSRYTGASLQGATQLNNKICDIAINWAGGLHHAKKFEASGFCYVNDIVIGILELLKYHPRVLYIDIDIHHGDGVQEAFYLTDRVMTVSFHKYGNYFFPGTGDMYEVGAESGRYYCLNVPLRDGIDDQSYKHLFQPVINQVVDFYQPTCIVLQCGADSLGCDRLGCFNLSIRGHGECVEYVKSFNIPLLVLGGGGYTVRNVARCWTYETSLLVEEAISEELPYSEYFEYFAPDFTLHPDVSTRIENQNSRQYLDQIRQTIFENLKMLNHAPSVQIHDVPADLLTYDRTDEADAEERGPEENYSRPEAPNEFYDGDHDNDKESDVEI
MrgX1 PAM – positive allosteric modulators of MrgX1, primary screen, HEK293 cells, Fluo-4 calcium flux | FDSS; hits give high values | B-score at 10 µM | hit rate 0.63% among 310,000 | AID 588675, 2011;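 active = plate-corrected calcium response at least 3 library SD above typical, normal starting fluorescence, not activating the receptor alone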;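 note: compound read alongside a low EC10 to EC30 dose of BAM8-22 agonist; peak minus trough fluorescence over baseline measured at the second addition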
RGS4 block – RGS4 inhibitors, primary screen, cell-based, HEK293 M3R inducible RGS4, calcium flux; Fluo-4 calcium flux; hits give high values; triggered by carbachol at its EC20; B-score at 10 µM; hit rate 0.45% among 310,000; AID 463165, 2010;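 active = B-score, a plate-corrected calcium signal, over three deviations above library mean, with baseline fluorescence within five deviations of library mean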;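 note: RGS4 expression induced by doxycycline in cells with stable M3 receptor; B-score is computed from the integrated fluorescence ratio over baseline after carbachol; higher B-score means a larger calcium signal and so more RGS4 inhibition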
Target sequence (P49798 whole entry, looked up): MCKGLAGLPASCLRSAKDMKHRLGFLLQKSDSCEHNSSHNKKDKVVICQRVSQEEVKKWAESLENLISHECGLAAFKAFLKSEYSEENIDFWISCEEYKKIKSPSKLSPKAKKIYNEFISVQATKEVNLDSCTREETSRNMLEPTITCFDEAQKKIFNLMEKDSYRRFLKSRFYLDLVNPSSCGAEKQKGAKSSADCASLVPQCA
Numbers without * were called inactive; i = inactive; ? = inconclusive; . = no result given. Only part of the results is shown; count on the stated rates, not on these rows.

SMILES	TRPC6 act	TMEM16A act	SKKanGAS inh	MrgX1 ag	MrgX1 antagonist	RGS4 act	TMEM16A inh	TRPC6 inhibitor	HDAC3 inhib	MrgX1 PAM	RGS4 block
CN(C)C(=O)O/N=C(\N)COc1ccc(C(C)(C)C)cc1	i	i	-15	i	i	i	i	i	4	i	i
CCCC1COC(Cn2cncn2)(c2ccc(Cl)cc2Cl)O1 (centres undefined)	i	i	0	i	i	i	i	i	1	i	i
Cn1cnnc1Sc1cc(N2CCNCC2)ccc1[N+](=O)[O-]	i	i	1	i	i	i	i	i	2	i	i
CCN(CCO)c1ccc(N=Cc2c(O)n(C)c(=S)[nH]c2=O)cc1	23*	-10*	22	43*	i	i	i	-7.5*	1	i	i
O=C1NC(=O)N(c2ccc(F)cc2)C(=O)/C1=C/c1ccc2c(c1)CCCN2Cc1ccccc1	i	i	8	.	.	i	.	i	.	.	i
CC(C)C1(C)N=C(c2nc3ccccc3cc2C(=O)O)NC1=O (centres undefined)	i	.	0	i	i	i	i	i	-6	i	i
CCN1CCN(Cc2ccc(OC(F)(F)F)cc2)CC1	i	i	4	i	i	i	i	i	-4	i	i
COc1ccc(-c2nc3ccccc3c(=O)n2-c2ccc(OC)cc2)cc1	i	i	4	i	i	i	i	i	1	i	i
Cc1ccc(CCN2CC(C(=O)N3CCC4(CC3)OCCO4)CC2=O)cc1 (centres undefined)	i	i	-10	i	i	i	i	i	2	i	i
CCCCn1c(O)c(/C(CC)=N/N2CCCCC2c2cccnc2)c(=O)[nH]c1=S (centres undefined)	i	i	1	i	i	i	i	i	11	i	i
COCc1cc(OC(=O)N(C)C)nc2c1c(C)nn2C	i	i	-3	i	i	i	i	i	-17	i	i
CCOc1ccc([N+](=O)[O-])cc1CNCCc1ccccc1	i	i	-14	i	i	i	i	i	6	i	i
Cc1ccc2[nH]c3c(c2c1)CN(C(=O)CN1C[C@H]2C[C@@H](C1)c1cccc(=O)n1C2)CC3	i	i	1	i	i	i	i	i	2	i	i
CCOC(=O)c1ccc(N=Cc2c(O)n(-c3ccc(OC)cc3)c(=S)[nH]c2=O)cc1	i	i	11	i	i	i	i	i	-2	i	i
NCCc1c[nH]c2ccccc12	.	i	.	i	i	.	i	.	0	i	.
CSc1nc(N2CCN(C)CC2)c2ccccc2n1	i	i	1	i	i	i	i	i	2	i	i
O=C1NC(=O)C2(Cc3ccccc3N3CCCC32)C(=O)N1c1cccc(Cl)c1 (centres undefined)	i	i	31	i	i	i	i	i	-3	i	i
O=c1[nH]c(=O)n(-c2cccc3ccccc23)c(O)c1/C=N/N1CCCCC1	i	i	2	i	i	i	i	i	-1	i	i
CCOc1ccccc1Oc1coc2cc(OC(=O)N(C)C)ccc2c1=O	i	i	0	i	i	i	i	i	-1	i	i
O=C1NC(=O)C(CCc2ccncc2)(CCc2ccccn2)C(=O)N1c1ccc(Br)cc1 (centres undefined)	i	i	0	i	i	i	i	i	7	i	i
Cc1cccc(C(O)(C(=O)NNC(=O)CN2CCN(C)CC2)c2cccc(C)c2)c1	i	i	-1	i	i	i	i	i	4	i	i
CC(=O)N1N=C(c2c(O)n(C)c(=O)n(C)c2=O)CC1c1ccccc1 (centres undefined)	i	i	51*	i	i	i	i	i	0	i	i
O=C(Cc1ccccc1)N1CCN(Cc2ccccn2)CC1	i	i	4	i	i	i	i	i	2	i	i
CCOc1ccc(-n2c(-c3cccs3)nc3ccccc3c2=O)cc1	i	i	2	i	i	i	i	i	2	i	i
CSc1ccc(CN2CCN(Cc3ccccc3Cl)CC2)cc1	i	i	4	i	i	i	i	i	-1	i	i
SMILES	TRPC6 act	TMEM16A act	SKKanGAS inh	MrgX1 ag	MrgX1 antagonist	RGS4 act	TMEM16A inh	TRPC6 inhibitor	HDAC3 inhib	MrgX1 PAM	RGS4 block
Cc1ccccc1-n1c(-c2ccc([N+](=O)[O-])cc2)nc2ccccc2c1=O	i	i	8	i	i	-10*	i	i	-1	i	i
Cc1cc(OCC(=O)OC(C)(C)C)c2c3c(c(=O)oc2c1)CCC3	i	i	15	i	i	i	i	i	-11	i	i
CCN(CC)CCCOC(=O)C(OC(C)C)(c1ccccc1)c1ccccc1	i	i	1	i	i	-11*	i	-9.1*	-3	i	i
COC(=O)C(O)(c1cn(C)c2ccccc12)C(F)(F)F (centres undefined)	i	i	-2	i	i	i	i	i	-7	i	i
CCOc1ccc(N2C(=O)NC(=O)/C(=C\c3cc(OC)c(OC)cc3[N+](=O)[O-])C2=O)cc1	i	i	-1	i	i	i	i	i	-2	i	i
CCCCCCNC(=O)N[C@@H](Cc1ccc(O)cc1)C(=O)NCCC[C@H]1CN2C(=NC[C@H]2C)N1CC1CCC1	i	.	-5	i	i	i	i	i	-1	i	i
CCOc1ccc(-c2cc(C)[n+](CCO)c(-c3ccc(OCC)cc3)c2)cc1	i	i	-19	i	i	i	i	i	-15	i	i
Cc1nnc2ccc(-c3cccc(C(F)(F)F)c3)nn12	i	i	-2	i	i	i	i	i	-12	i	i
CN(C)C1(CNC(=O)Cc2ccccc2F)CCCCC1	i	i	1	i	i	i	i	i	12	i	i
COc1ccc(-c2nn(CCC#N)cc2C(=O)Nc2ccccc2)cc1OC	i	i	-2	i	i	i	i	i	?	i	i
O=C1CCN(C(=O)CCCn2c(=O)oc3ccccc32)CC1	i	i	-3	i	i	i	i	i	1	i	i
COC(=O)C(O)(c1ccc(NC(=S)NC(=O)c2ccc(Cl)cc2Cl)cc1)C(F)(F)F (centres undefined)	i	i	34	i	i	i	i	i	16	i	i
Cc1ccc(-n2nc(C)c(C3C(C#N)=C(N)Oc4c3c(=O)oc3ccccc43)c2Cl)cc1 (centres undefined)	i	.	119*	.	.	i	.	i	.	.	i
CC(N)Cc1ccccc1Sc1ccc(O)cc1 (centres undefined)	i	.	-1	i	i	i	i	i	-1	i	i
CCC1(C(=O)c2ccccc2)C2c3ccccc3OC(=O)C21C(C)=O (centres undefined)	i	i	-1	i	i	i	i	i	-1	i	i
Nc1ccc(S(=O)(=O)N2CCCCC2c2cccnc2)cc1 (centres undefined)	i	i	-1	i	i	i	i	i	4	i	i
Cc1nn(Cc2ccccc2Cl)c(Cl)c1C(=O)O	i	i	5	i	i	i	i	i	-1	i	i
O=C(c1cc(F)ccc1F)C1CCCN(CCCc2ccccc2)C1 (centres undefined)	i	i	1	i	i	i	i	i	10	i	i
Cc1ccsc1C(=O)C1CCCN(Cc2cnc(N)nc2)C1 (centres undefined)	i	i	-2	i	i	i	i	i	-5	i	i
Cc1ccc(N2C(=O)NC(=O)/C(=C\C=C\c3ccco3)C2=O)cc1C	i	i	-11	i	i	i	i	i	18	i	22*
CCCN1CCC2(CC1)NC(CO)(CO)CO2	i	i	-1	i	i	i	i	i	-1	i	i
Cc1cc(C)cc(NC2=NCCCS2)c1	i	i	5	i	i	i	i	i	4	i	i
CC(=O)Nc1ccc(OC(=O)N(C)C)cc1	i	i	0	i	i	i	i	i	-2	i	i
CC(=C1C(=O)c2ccccc2C1=O)N1CCN(CCN=Cc2c(O)n(C)c(=O)n(C)c2=O)CC1	i	i	-1	i	i	i	i	i	7	i	i
Cn1c2ccccc2c2cnn(CC(=O)N3CCC4(CC3)OCCO4)c(=O)c21	i	.	-4	i	i	i	i	i	-2	i	i
SMILES	TRPC6 act	TMEM16A act	SKKanGAS inh	MrgX1 ag	MrgX1 antagonist	RGS4 act	TMEM16A inh	TRPC6 inhibitor	HDAC3 inhib	MrgX1 PAM	RGS4 block
COc1ccc2cc(C(=O)C3CCCN(C4CCOCC4)C3)ccc2c1 (centres undefined)	i	i	-3	i	i	i	i	i	-112	i	i
O=C1CC(c2ccccc2)CC(O)=C1C=NCCN1CCN(C(=O)Cc2ccccc2)CC1 (centres undefined)	i	i	-36	i	i	i	i	i	0	i	i
CC1CN(C)C(C)(C)CC1(O)c1ccccc1 (centres undefined)	i	i	-2	i	i	i	i	i	-4	i	i
COC[C@]12CN(C)C3C4[C@H](OC)[C@H]1C3([C@@H](OC)C[C@H]2O)[C@@H]1C[C@@]2(O)[C@H](OC(=O)c3ccccc3)[C@@H]1[C@]4(OC(C)=O)[C@@H](O)[C@@H]2OC	i	.	6	i	i	i	i	i	-1	i	i
Cn1c(O)c(/C=C2\C=Nc3ccc(Br)cc32)c(=O)n(C)c1=O	i	i	-1	i	i	i	i	i	1	i	i
C[N+](C)(C)Cc1ccccc1	i	i	-2	i	i	-8.6*	i	i	-5	i	i
O=c1[nH]c(=S)n(-c2ccc(Br)cc2)c(O)c1C=Nc1ccc(N2CCOCC2)cc1	i	i	-10	i	i	i	i	i	-7	i	i
CC1SC2(CN3CCC2CC3)NC1=O (centres undefined)	i	i	1	i	i	i	i	i	1	i	i
O=C1C2CCN(CC2)[C@@H]1Cc1ccc2ccccc2c1O	i	i	-4	i	i	i	i	i	-9	i	i
COc1ccc2c(CN3CC=C(c4ccccc4)CC3)cc(=O)oc2c1	i	i	-2	i	i	i	i	i	-6	i	i
Cc1ccc(/C=C2\C(=O)NC(=S)N(c3ccc(F)cc3)C2=O)s1	i	i	14	i	i	i	i	i	-2	i	15*
CC1CN(O)C2CCc3c(no[n+]3[O-])C12O (centres undefined)	i	i	6	i	i	i	i	i	8	i	i
CC[C@H]1C2C[C@H]3[C@@H]4N(C)c5ccccc5C45C[C@H](C2[C@H]5O)N3[C@@H]1O (some centres undefined)	.	i	.	i	i	.	100*	.	6	i	.
COC(=O)C1=C(c2cccc(OC)c2OC)C[C@@H]2CC[C@H]1N2C(=O)NCCCOC(C)C	i	i	5	i	i	i	i	i	-2	i	i
c1ccc2c3c([nH]c2c1)CNCC3	i	i	3	i	i	i	i	i	-2	i	i
CN1CCN(C(=O)COc2ccc(S(=O)(=O)NC3CCCCC3)cc2Cl)CC1	i	i	7	i	i	i	i	i	7	i	i
